Bioassay records: PubChem, Broad Institute
TcdB inh = blocks C. difficile toxin B glycohydrolase activity. TcdB glycohydrolase enzymatic assay, plate reader. AID 652162. actives 0.24% (n = 350,000). inhibition, % at 9.99 µM. P18177; in the data active = inhibition above about 10%
* marks the source's active call; other numbers are inactive results. Some of the compounds tested; count on the stated rates, not on these rows.

SMILES	TcdB inh
COc1ccc(NC(=O)N2C[C@H]3[C@@H](c4ccccc42)[C@@H](CO)N3C(=O)C2CCCCC2)cc1	0.1
C[C@@H]1CN([C@@H](C)CO)C(=O)c2cc(C3=CCCCC3)cnc2O[C@H]1CN(C)C(=O)c1cccnc1	-0.7
Cc1noc(C)c1NC(=O)N(C)C[C@H]1OCCCC[C@@H](C)Oc2ccc(NC(=O)c3ccncc3)cc2C(=O)N([C@H](C)CO)C[C@H]1C	0.4
C[C@H](CO)N1C[C@H](C)[C@H](CN(C)C(=O)Nc2ccccc2)Oc2c(NC(=O)C3CCOCC3)cccc2C1=O	1.4
C[C@@H]1CN([C@@H](C)CO)C(=O)c2cccc(NC(=O)c3ccc(-c4nccs4)cc3)c2O[C@@H]1CN(C)S(=O)(=O)c1ccc(F)cc1	-1.1
O=C(c1cnccn1)N1CC(=O)N2[C@H](C1)[C@H](c1ccc(C#CCC3CCCC3)cc1)[C@@H]2CO	0.2
CCCNC(=O)N(C)C[C@@H]1Oc2cc(C#Cc3ccccn3)ccc2S(=O)(=O)N([C@@H](C)CO)C[C@@H]1C	-0.5
C[C@@H]1CN([C@H](C)CO)C(=O)c2cc(NC(=O)CCC(F)(F)F)ccc2O[C@@H](C)CCCCO[C@@H]1CN(C)C(=O)NC1CCCCC1	-0.4
C[C@H]1CN([C@@H](C)CO)C(=O)Cc2cc(NS(=O)(=O)c3cn(C)cn3)ccc2O[C@@H]1CN(C)Cc1ccc(Oc2ccccc2)cc1	-0.6
O=C(NCC[C@H]1CC[C@@H](NC(=O)C2CCCC2)[C@H](CO)O1)c1cc(Cl)cc(Cl)c1	-1.2
C[C@@H]1CCCCO[C@H](CN(C)S(=O)(=O)c2ccc(Cl)cc2)[C@@H](C)CN([C@@H](C)CO)C(=O)c2cc(NC(=O)Nc3ccc4c(c3)OCO4)ccc2O1	-0.2
O=C(C[C@@H]1C[C@H]2c3cc(NC(=O)NC4CCCC4)ccc3O[C@H]2[C@@H](CO)O1)NCc1ccncc1	-1.3
Cc1ccc(S(=O)(=O)Nc2ccc3c(c2)C(=O)N([C@@H](C)CO)C[C@@H](C)[C@H](CN(C)C(=O)CCC(F)(F)F)OCCCC[C@@H](C)O3)cc1	-0.9
O=C(C[C@@H]1CC[C@H]2[C@@H](COC[C@H](O)CN2S(=O)(=O)c2ccc(F)cc2)O1)NCCN1CCCCC1	0.4
O=C(O)C[C@H]1C[C@@H]2c3cc(NC(=O)Cc4ccncc4)ccc3O[C@@H]2[C@@H](CO)O1	-1.1
C[C@H](CO)N1C[C@H](C)[C@H](CN(C)C(=O)NC2CCCCC2)OCCCC[C@H](C)Oc2ccc(NS(=O)(=O)c3cccs3)cc2C1=O	1.2
C[C@@H]1CN([C@@H](C)CO)C(=O)c2cc(NC(=O)Cc3ccccc3)ccc2O[C@@H]1CN(C)C(=O)Nc1ccc(F)cc1	-1.0
CO[C@@H]1CN(C)C(=O)c2cc(NC(=O)C3CCCCC3)ccc2OC[C@@H](C)N(C)C[C@H]1C	-0.1
COc1cccc(C(=O)Nc2ccc3c(c2)OC[C@H](C)N(C(C)=O)C[C@H](C)[C@@H](OC)CN(C)C3=O)c1	0.5
CC(C)NC(=O)N[C@H]1CC[C@H](CCNS(=O)(=O)c2ccc(F)cc2)O[C@@H]1CO	-0.4
COc1cccc(S(=O)(=O)N2CCC3(CC2)CN(C(=O)Nc2ccc(F)cc2)[C@H](CO)c2[nH]c4cc(OC)ccc4c23)c1	-0.6
CO[C@H]1CN(C)C(=O)c2ccc(NC(C)=O)cc2OC[C@H](C)NC[C@H]1C	0.4
C[C@@H]1CCCCO[C@@H](CN(C)Cc2ccccc2)[C@H](C)CN([C@@H](C)CO)C(=O)c2cc(NS(=O)(=O)c3cccs3)ccc2O1	0.0
Cc1ccc(S(=O)(=O)N(C)C[C@@H]2Oc3cc(C4=CCCC4)ccc3S(=O)(=O)N([C@@H](C)CO)C[C@@H]2C)cc1	1.4

Five compounds already listed, ordered by molecular weight, rising:
SMILES	TcdB inh
CC(C)NC(=O)N[C@H]1CC[C@H](CCNS(=O)(=O)c2ccc(F)cc2)O[C@@H]1CO	-0.4
O=C(NCC[C@H]1CC[C@@H](NC(=O)C2CCCC2)[C@H](CO)O1)c1cc(Cl)cc(Cl)c1	-1.2
O=C(C[C@@H]1C[C@H]2c3cc(NC(=O)NC4CCCC4)ccc3O[C@H]2[C@@H](CO)O1)NCc1ccncc1	-1.3
C[C@H](CO)N1C[C@H](C)[C@H](CN(C)C(=O)Nc2ccccc2)Oc2c(NC(=O)C3CCOCC3)cccc2C1=O	1.4
C[C@@H]1CN([C@@H](C)CO)C(=O)c2cc(NC(=O)Cc3ccccc3)ccc2O[C@@H]1CN(C)C(=O)Nc1ccc(F)cc1	-1.0

Remaining list, next part
SMILES	TcdB inh
C[C@H](CO)N1C[C@H](C)[C@H](CN(C)CC2CC2)Oc2cc(-c3cccc(C#N)c3)ccc2S1(=O)=O	-1.0
COCC(=O)Nc1ccc2c(c1)OC[C@H](C)N(C(=O)Cc1ccccn1)C[C@H](C)[C@H](OC)CN(C)C2=O	-0.7
C[C@H](CO)N1C[C@H](C)[C@H](CN(C)C(=O)Cc2ccccc2)Oc2cc(C#Cc3ccccc3F)ccc2S1(=O)=O	-0.2
COCC#Cc1ccc2c(c1)O[C@@H](CN(C)C(=O)c1ccccc1)[C@H](C)CN([C@H](C)CO)S2(=O)=O	1.5
COC(=O)C(CC#Cc1ccc2c(c1)[C@]1(C(=O)N2)[C@H](c2ccc(OCCO)cc2)N2[C@H](c3ccccc3)[C@H](c3ccccc3)OC(=O)[C@H]2[C@@H]1C(=O)Nc1nc2ccccc2s1)C(=O)OC	-0.3
C[C@@H](NC(=O)C[C@H]1CC[C@@H]2[C@H](COC[C@@H](O)CN2C)O1)c1ccccc1	-0.2
C[C@H](CO)N1C[C@H](C)[C@@H](CN(C)Cc2ccc(-c3ccccc3)cc2)Oc2ccc(NS(=O)(=O)c3cccs3)cc2CC1=O	0.4
O=S(=O)(Cc1ccccc1)N1[C@H](CO)[C@@H](c2ccccc2)C12CN(CCC(F)(F)F)C2	-0.6
COc1ccc2c3c([nH]c2c1)[C@@H](CO)N(C(=O)C1CCCC1)CC31CCN(Cc2nccs2)CC1	1.3
COc1ccccc1-c1ccc([C@H]2[C@H](CO)N3CCCCN(S(=O)(=O)c4cn(C)cn4)C[C@@H]23)cc1	-0.6
C[C@@H]1CN([C@H](C)CO)C(=O)Cc2cc(NS(=O)(=O)c3ccc(F)cc3)ccc2O[C@H]1CN(C)C(=O)Nc1ccc(F)cc1	-1.7
C[C@@H]1CCCCO[C@H](CN(C)C(=O)CCCN(C)C)[C@H](C)CN([C@H](C)CO)C(=O)c2cc(NC(=O)CCC(F)(F)F)ccc2O1	-0.2
COCc1cn(CC[C@H]2CC[C@H](NC(=O)CCN3CCCCC3)[C@H](CO)O2)nn1	-6.7
CN(C)C(=O)C[C@H]1CC[C@@H]2[C@H](COc3ccc(NC(=O)Nc4cccc(Cl)c4)cc3C(=O)N2C)O1	1.7
COc1ccc(NC(=O)N(C)C[C@@H]2Oc3ccc(NC(=O)Cc4cn(C)c5ccccc45)cc3C(=O)N([C@@H](C)CO)C[C@H]2C)cc1	1.0
CO[C@H]1CN(C)C(=O)c2ccc(NC(=O)c3cccc(F)c3)cc2OC[C@H](C)N(C(C)=O)C[C@@H]1C	0.3
CN(C)Cc1cn(CC[C@H]2CC[C@H](NS(=O)(=O)c3ccc(-c4ccccc4)cc3)[C@@H](CO)O2)nn1	-0.4
C[C@@H]1CN([C@@H](C)CO)C(=O)c2cc(C#Cc3cccc(F)c3)cnc2O[C@@H]1CN(C)C(=O)c1ccccc1F	-0.5
O=C(C[C@@H]1CC[C@H]2[C@@H](COC[C@@H](O)CN2Cc2ccc(Oc3ccccc3)cc2)O1)Nc1nccs1	27*
CC(C)NC(=O)N(C)C[C@H]1OCCCC[C@@H](C)Oc2ccc(NC(=O)Cc3ccccc3)cc2C(=O)N([C@@H](C)CO)C[C@H]1C	1.2
C[C@H](CO)N1C[C@H](C)[C@H](CN(C)S(=O)(=O)c2ccccc2)OCCCC[C@H](C)Oc2ccc(NC(=O)CCCN(C)C)cc2C1=O	2.6
C[C@H]1CN([C@@H](C)CO)C(=O)c2cc(C#CCN(C)C)cnc2O[C@H]1CN(C)S(C)(=O)=O	-0.5
C[C@H]1CN([C@@H](C)CO)C(=O)c2c(c3ccccc3n2C)-c2ccccc2CO[C@@H]1CN(C)C(=O)CCC(F)(F)F	0.5
C/C=C/c1ccc2c(c1)O[C@@H](CN(C)C(C)=O)[C@H](C)CN([C@H](C)CO)S2(=O)=O	0.7

Two consecutive records out of the list so far, quoted:
SMILES	TcdB inh
COCc1cn(CC[C@H]2CC[C@H](NC(=O)CCN3CCCCC3)[C@H](CO)O2)nn1	-6.7
CN(C)C(=O)C[C@H]1CC[C@@H]2[C@H](COc3ccc(NC(=O)Nc4cccc(Cl)c4)cc3C(=O)N2C)O1	1.7

(cont.)
SMILES	TcdB inh
N#C[C@H]1[C@@H](c2ccc(-c3ccc(F)cc3)cc2)[C@H](CO)N1C(=O)Cc1ccccc1	-0.1
O=C(C[C@@H]1CC[C@@H](NC(=O)C2CCC2)[C@@H](CO)O1)NCc1ccccc1Cl	-1.2
C[C@@H]1CCCCO[C@H](CN(C)Cc2ccccc2)[C@@H](C)CN([C@H](C)CO)C(=O)c2cc(NC(=O)CCCN(C)C)ccc2O1	-1.0
CCCNC(=O)N1C[C@@H](C)[C@@H](OC)CN(C)C(=O)c2ccc(NC(=O)CCC)cc2OC[C@@H]1C	0.0
COc1ccc(S(=O)(=O)Nc2ccc3c(c2)C(=O)N([C@@H](C)CO)C[C@@H](C)[C@@H](CN(C)S(=O)(=O)c2ccc(F)cc2)OCCCC[C@H](C)O3)cc1	-0.7
CCCNC(=O)Nc1ccc2c(c1)C(=O)N(C)C[C@@H](OC)[C@@H](C)CN(CCC)[C@@H](C)CO2	-1.3
O=C(Nc1ccc(F)cc1)N[C@@H]1CC[C@H](CCNC(=O)c2cc(Cl)cc(Cl)c2)O[C@H]1CO	-0.6
O=C(Nc1cccc(Cl)c1)N1C[C@H]2[C@@H](c3ccccc31)[C@H](CO)N2C(=O)C1CC1	0.4
O=C(C1CC1)N1C[C@@H]2N[C@H](C1)[C@@H]2c1ccc(-c2ccncc2)cc1	-0.9
COc1ccc(C#Cc2ccc3c(c2)O[C@@H](CN(C)S(=O)(=O)c2ccccc2F)[C@@H](C)CN([C@@H](C)CO)S3(=O)=O)cc1	-1.2
O=C(c1ccc2c(c1)OCO2)N1CC(=O)N2[C@@H](CO)[C@@H](c3ccc(C#CC4CCCC4)cc3)[C@@H]2C1	-0.1
O=C(N[C@@H]1CC[C@H](CCNS(=O)(=O)c2ccc(F)cc2)O[C@@H]1CO)C1CC1	0.4
C[C@H](CO)N1C[C@H](C)[C@H](CN(C)C(=O)Cc2ccncc2)Oc2cc(C3=CCCC3)ccc2S1(=O)=O	-0.7
CNC(=O)C[C@H]1CC[C@@H]2[C@H](COC[C@@H](O)CN2Cc2ccc(Cl)c(Cl)c2)O1	-6.6
CCCNC(=O)N1CCC2(CC1)CN(C(=O)CC)[C@H](CO)c1c2c2ccc(OC)cc2n1C	-1.0
CC(C)C#Cc1ccc([C@@H]2[C@@H](CO)N3CCCCN(CC4CC4)C[C@@H]23)cc1	-1.4
CCC(=O)Nc1ccc2c(c1)C(=O)N(C)[C@H]1CC[C@H](CC(=O)NCc3ccccc3Cl)O[C@H]1CO2	0.8
OC[C@@H]1[C@H](c2ccc(-c3ccccc3)cc2)[C@H]2CN(Cc3cncnc3)CCCCN12	0.8
C[C@@H]1CN([C@@H](C)CO)C(=O)c2cc(-c3ccncc3)cnc2O[C@H]1CN(C)C(=O)C1CCOCC1	0.7
C[C@H]1CN([C@@H](C)CO)C(=O)Cc2cc(NS(=O)(=O)c3cccs3)ccc2O[C@@H]1CN(C)Cc1ccc2c(c1)OCO2	-0.1
Cc1ccc(S(=O)(=O)Nc2ccc3c(c2)C(=O)N(C)[C@@H]2CC[C@H](CC(=O)O)O[C@H]2CO3)cc1	0.0
Cc1cc(C(=O)Nc2cccc3c2O[C@@H](CN(C)CC2CC2)[C@H](C)CN([C@@H](C)CO)C3=O)n(C)n1	0.5
COc1ccc2c3c([nH]c2c1)[C@@H](CO)N(C(=O)C1CCC1)CC31CCN(S(C)(=O)=O)CC1	0.4
COc1ccc(OC(=O)N(C)C[C@H]2OCc3ccccc3-c3ccccc3C(=O)N([C@H](C)CO)C[C@H]2C)cc1	0.2
C[C@H](CO)N1C[C@H](C)[C@@H](CN(C)Cc2ccccn2)Oc2ncc(C#Cc3ccccc3)cc2C1=O	-0.1
CO[C@@H]1CN(C)C(=O)c2cc(NC(=O)C3CCCC3)ccc2OC[C@H](C)NC[C@H]1C	0.3
COc1ccc(S(=O)(=O)Nc2ccc3c(c2)C(=O)N([C@H](C)CO)C[C@@H](C)[C@@H](CN(C)C(=O)c2ccncc2)OCCCC[C@@H](C)O3)cc1	1.0
C[C@@H]1CN([C@H](C)CO)C(=O)c2cc(NS(=O)(=O)c3ccccc3)ccc2O[C@@H](C)CCCCO[C@@H]1CN(C)CC1CCCCC1	0.9
C[C@H](CO)N1C[C@H](C)[C@@H](CN(C)Cc2ccncc2)Oc2c(NC(=O)Nc3ccc4c(c3)OCO4)cccc2C1=O	0.0
COc1ccc(CN(C)C[C@H]2Oc3ccc(NS(C)(=O)=O)cc3C(=O)N([C@H](C)CO)C[C@@H]2C)cc1	-0.2
COCC(=O)N1C[C@@H](C)[C@H](OC)CN(C)C(=O)c2cc(NC(=O)C3CCC3)ccc2OC[C@H]1C	-0.3
COc1ccc(S(=O)(=O)Nc2ccc3c(c2)C(=O)N([C@@H](C)CO)C[C@H](C)[C@H](CN(C)Cc2ccc(Oc4ccccc4)cc2)O3)cc1	0.7
